Rin1-Abl PPI inh: blocks binding of human Rin1 to Abl; TR-FRET Rin1/Abl binding, biochemical; 360,000 tested, 0.4% active; AID 588664; P00519+Q13671; inhibition, % at 7.35 µM; in the data active = inhibition above about 5%, passing the limit was not always enough
MT1-MMP act inh: blocks activation of human MT1-MMP; P50281; HT1080 RFP-PRO-GFP cells, GFP/RFP ratio fluorescence, overnight; percent of plate control window, DMSO zero; GFP/RFP ratio change, % at 20 µM; 360,000 tested, 0.061% active;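 active = GFP/RFP ratio change of at least 30% with cell ATP level not reduced by more than half and red fluorescence within 50% of control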; note: strong numbers were not always called active
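Assay system: HT1080 cells carrying an RFP-PRO-GFP reporter | Dosing: Single dose of 20 µM compound, 1% DMSO final | Incubation: Cells overnight before dosing, compound overnight, 37 °C, 5% CO2 | Evaluation: GFP/RFP fluorescence ratio | Control set: DMSO and RFP-L50D-GFP cell wells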
Neddylation inh: cullin neddylation inhibition. P61081+Q13564. TR-FRET cullin neddylation, biochemical. calls only at 25 µM. 360,000 tested, 0.58% active. AID 651699; in the data active = inhibition above about 36%
FAS-TE inh: blocks the thioesterase domain of human fatty acid synthase; P49327; recombinant FAS-TE, OMFH fluorogenic substrate, fluorescence endpoint; inhibition, % at 15 µM; 360,000 tested, 0.67% active; AID 602261;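 active = compounds whose normalised, plate-corrected inhibition of enzyme fluorescence in the single-dose primary screen is 50% or more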;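 note: 0% = DMSO with enzyme and 100% = substrate without enzyme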
NRP1-CendR mod: alters CendR peptide binding to human NRP-1 | FAM-RPARPAR peptide binding to NRP-1, fluorescence polarization | 360,000 tested, 0.85% active | O14786 | inhibition, % at 25 µM | AID 602438;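 active = inhibition or corrected inhibition above about 18%, plus a signal ratio from 0.5 to 1.5, limit read from the data, passing the limit was not always enough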; note: strong numbers were not always called active
Target sequence (O14786 whole entry, looked up): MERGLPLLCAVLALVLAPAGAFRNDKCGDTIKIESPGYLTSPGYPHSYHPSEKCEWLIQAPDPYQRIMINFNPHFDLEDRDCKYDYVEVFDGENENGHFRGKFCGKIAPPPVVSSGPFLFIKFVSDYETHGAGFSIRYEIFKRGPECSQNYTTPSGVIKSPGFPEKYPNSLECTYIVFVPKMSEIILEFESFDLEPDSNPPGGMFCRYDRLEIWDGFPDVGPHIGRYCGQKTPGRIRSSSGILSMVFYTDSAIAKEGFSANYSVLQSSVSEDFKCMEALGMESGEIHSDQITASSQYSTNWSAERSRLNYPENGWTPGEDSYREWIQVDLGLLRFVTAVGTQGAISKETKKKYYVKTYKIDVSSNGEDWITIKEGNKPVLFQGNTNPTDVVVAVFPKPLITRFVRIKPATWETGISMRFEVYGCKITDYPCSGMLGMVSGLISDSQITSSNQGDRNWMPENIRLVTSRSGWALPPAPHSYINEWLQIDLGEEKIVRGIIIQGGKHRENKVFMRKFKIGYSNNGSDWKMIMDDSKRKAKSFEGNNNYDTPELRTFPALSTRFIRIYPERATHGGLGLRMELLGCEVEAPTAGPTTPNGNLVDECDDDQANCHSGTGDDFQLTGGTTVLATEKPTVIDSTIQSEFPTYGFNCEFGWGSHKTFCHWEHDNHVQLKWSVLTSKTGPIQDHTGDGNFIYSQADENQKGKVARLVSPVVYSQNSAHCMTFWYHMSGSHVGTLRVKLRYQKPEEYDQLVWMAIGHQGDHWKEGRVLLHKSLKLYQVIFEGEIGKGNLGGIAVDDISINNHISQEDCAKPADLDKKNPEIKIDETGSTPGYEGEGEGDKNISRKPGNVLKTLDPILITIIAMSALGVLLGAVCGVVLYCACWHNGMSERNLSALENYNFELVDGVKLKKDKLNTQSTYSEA
eLon inh: inhibits E. coli Lon protease; inhibition, % at 7.94 µM; 360,000 tested, 0.42% active; AID 602123; purified E. coli Lon protease, fluorescence polarization; P0A9M0; in the data active = inhibition above about 13%, passing the limit was not always enough;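 note: 0% = enzyme with probe and DMSO and 100% = no enzyme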
MsrA inhibitor: inhibits bovine methionine sulfoxide reductase A | inhibition, % at 15.5 µM | purified bovine MsrA, absorbance read-out | 360,000 tested, 0.75% active; in the data active = inhibition above about 4.5%;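 note: 0% = vehicle wells with enzyme and 100% = reference inhibitor wells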
SKN-1 block: blocks SKN-1 activity in C. elegans. C. elegans VP596 Pgst-4::GFP/RFP ratio, acrylamide-induced, 24 h. inhibition, % at 21.8 µM. 360,000 tested, 0.49% active;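 active = interference check ratio from 0.5 to 1.5 plus GFP to RFP signal ratio inhibition reaching or exceeding a fixed threshold, cut at about 30% in these data, passing the limit was not always enough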; note: some compounds called inactive have numbers as strong as hits
MsrA act: bovine methionine sulfoxide reductase A activation | activation, % at 10.6 µM | 360,000 tested, 0.3% active | purified bovine MsrA, absorbance read-out; in the data active = activation above about 7.5%;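 note: 0% = vehicle and 100% = reference activator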
* marks the source's active call; other numbers are inactive results; i = inactive; . = no result given.

SMILES	Rin1-Abl PPI inh	MT1-MMP act inh	Neddylation inh	FAS-TE inh	NRP1-CendR mod	eLon inh	MsrA inhibitor	SKN-1 block	MsrA act
C[C@H](CO)N1C[C@H](C)[C@@H](CN(C)C(=O)c2cnccn2)Oc2ncc(Br)cc2C1=O	1	1	i	-9	3	5	1.4	-15	-7
COc1ccc(C)cc1NC(=O)c1cnc2scc(C)n2c1=O	2	5	i	-3	-10	-4	-0.6	-6	-6
CCCCNC(=O)c1ccccc1NC(=O)CN(c1ccccc1)S(=O)(=O)N(C)C	2	-5	i	9	-13	-1	-0.3	12	0
CS(=O)(=O)N1CCCC(C(=O)N2CCN(c3cccc(Cl)c3)CC2)C1 (configuration not stated)	-1	-8	i	-6	-2	-2	1.1	0	-6
COc1ccc(C(=O)N(c2ccc(C)cc2)C2C=CS(=O)(=O)C2)cc1OC (configuration not stated)	4	2	i	-2	4	6	0.1	2	-9
Cc1sc(NC(=O)C2=COCCO2)nc1-c1ccc(Br)cc1	2	3	i	6	-4	5	0.5	17	-3
O=C(CSc1nnc(-c2ccncc2)o1)N1CCCCCC1	2	0	i	-4	7	1	-1.1	-4	-8
Cc1cc(-c2ccc(Br)cc2)n2nc(C)cc2n1	-4	0	i	2	-7	-9	0.9	7	-3
COc1ccc(C2CC(c3c(Cl)cccc3Cl)n3nc(N)nc3N2)cc1 (configuration not stated)	2	4	i	-4	2	5	0.0	11	-5
N#Cc1ccccc1NC(=O)c1ccc2c(c1)OCCO2	3	0	i	-2	-5	-6	-0.1	0	-5
COc1ccc(OC)c2[nH]c(=O)c(CCNC(=O)c3ccc(S(=O)(=O)N(C)C)cc3)cc12	0	-2	i	-10	-2	-5	-0.8	-25	-8
Cc1ccc(NC(=O)NNC(=O)c2snnc2C)cc1	2	1	i	-3	9	0	2.7	9	-1
Cc1ccc(CN2CC(N3CCN(C)CC3)CS2(=O)=O)cc1 (configuration not stated)	0	1	i	-7	3	-1	0.5	-11	-6
Cc1sc2ncn(CC(=O)N3CCN(c4ccc(F)cc4)CC3)c(=O)c2c1S(=O)(=O)N1CCOCC1	1	3	i	5	4	-1	0.7	1	0
CCCCCCCC(O)CC(CC1CCCCC1)C(=O)NN (configuration not stated)	1	11	i	10	7	-29	-1.4	-1	2
O=C(Nc1ccccc1Cl)c1ccccc1CC(O)(c1ccccc1)c1ccccc1	3	-4	i	29	-12	2	0.2	-10	-1
O=S1(=O)N[C@@H](Cc2ccccc2)COc2ccc(Cl)cc21	0	3	i	5	5	-7	0.3	-18	-3
CCN(CC)S(=O)(=O)c1cccc(NC(=O)COC(=O)C2=COCCO2)c1	1	1	i	-3	1	-10	0.2	-22	-2
CCN(CC)S(=O)(=O)c1ccc(N2CCOCC2)c(NS(=O)(=O)c2ccc(C)cc2)c1	3	-9	i	-6	7	-15	-0.2	4	-2
COc1ccc([N+](=O)[O-])cc1NC(=O)C1(c2ccc(OC)c(OC)c2)CCOCC1	0	-1	i	17	12	-3	1.0	-9	-3
CC(Sc1nnc(C2CCCCC2)n1N)C(=O)NCc1ccc2c(c1)OCO2 (configuration not stated)	0	4	i	-2	11	-1	0.9	-6	-4
CCOc1ncccc1C(=O)NCc1ccc(OC)cc1	-2	3	i	-4	-4	-9	.	16	-2
Cc1ccccc1NC(=S)NC(NC(=O)c1ccccc1C)C(Cl)(Cl)Cl (configuration not stated)	-6	0	i	4	5	8	0.3	17	0
Cc1ccc(Cl)cc1NC(=O)c1cnn2c1NC(c1ccco1)CC2C(F)(F)F (configuration not stated)	0	15	i	19	-34	-46	-1.0	9	-1
O=C(NOCc1ccccc1)c1ccc(Cl)cc1	1	-2	i	-6	-7	-5	0.9	-18	-6
The list continues.
SMILES	Rin1-Abl PPI inh	MT1-MMP act inh	Neddylation inh	FAS-TE inh	NRP1-CendR mod	eLon inh	MsrA inhibitor	SKN-1 block	MsrA act
CCc1ccc(C(=O)COC(=O)CNC(=O)CNC(=O)Cc2ccccc2)cc1	-4	0	i	-4	7	5	-0.1	-12	1
ClC1(Cl)CC1CSc1nc2ccccc2[nH]1 (configuration not stated)	3	-2	i	3	0	-1	-0.6	10	-3
CC(C)c1nc(N2CCN(C(=O)c3ccco3)CC2)c2c3c(sc2n1)CCCC3	7	-10	i	25	-20	-4	-0.6	10	0
O=C(NC1CCCC1)C(c1ccccc1)N(C(=O)c1ccno1)c1ccccc1 (configuration not stated)	2	-5	i	0	2	-5	3.2	16	1
CC(=O)NC1CC2CCCC(C1)N2S(=O)(=O)c1cccc(F)c1 (configuration not stated)	6	-1	i	-1	-4	3	0.2	17	3
COCCN(C(=O)CSc1n[nH]c(-c2ccc(OC)cc2)n1)c1c(N)n(Cc2ccccc2)c(=O)[nH]c1=O	3	-5	i	-8	-36	-30	-0.4	-2	-2
Cc1nc(N)sc1C(=O)OCC(C)C	-6	9	i	-2	-5	4	-0.6	6	-5
CN(Cc1ccccc1)C(=O)c1[nH]cnc1C(=O)NCc1ccccc1	1	3	i	-1	-14	-10	0.0	1	-2
O=C(COC(=O)CNC(=O)c1ccccc1F)NCC(F)(F)F	0	-5	i	-6	2	3	0.1	-3	-1
CCOC(=O)/C(C#N)=C/c1c(N2CCN(c3cccc(Cl)c3)CC2)nc2c(C)cccn2c1=O	3	-11	i	26	-7	1	-1.1	-4	-8
COc1ccccc1N1CCN(C/C(C)=C/c2ccccc2)CC1	1	5	i	11	-8	10	3.9	5	-4
CCn1nc(C)c(Br)c1Nc1ccc(Br)cc1	2	0	i	-1	14	-5	-0.3	1	-6
COc1ccc(-c2c(NC(=O)c3ccco3)oc3ccccc3c2=O)cc1	-2	-2	i	-3	2	-1	3.0	8	-3
O=S(=O)(N1CCOCC1)N1CCOCC1	-3	-1	i	-4	7	-1	0.1	3	-3
CSCCC(NC(=O)c1ccccc1Cl)C(=O)Nc1cccc(S(=O)(=O)N2CCCC2)c1 (configuration not stated)	-1	-5	i	12	9	-4	0.3	-16	-9
FC(F)(F)c1nnc(-c2ccccc2)nc1Oc1ccccc1	4	3	i	26	-1	1	0.5	-8	2
Cc1ccc(-n2ncc3c2CCCC3NC(=O)c2ccoc2)cc1C (configuration not stated)	0	6	i	0	8	4	0.2	4	-1
CCc1cccc(C)c1NC(=O)CSc1ncn[nH]1	2	0	i	-21	-4	5	-1.0	12	-9
Cc1ccc(C)c(NC(=O)Cn2cnc3c(oc4ccccc43)c2=O)c1	1	1	i	-6	-13	2	-0.3	2	-5
Cc1c(Cl)cccc1Nc1nc(N)nc(CSC(=S)N2CCOCC2)n1	0	1	i	8	9	2	0.3	3	-2
CCCc1cc(C(=O)NCCc2ccccc2)no1	-2	4	i	-2	-3	3	0.8	10	-2
CCOC(=O)CCCC(=O)N1CCOCCOCCN(C(=O)CCCC(=O)OCC)CCOCCOCC1	2	1	i	-3	-3	6	0.1	10	-7
O=C(NCc1ccccc1)NC1(C(=O)N2CCOCC2)CCCCC1	-4	0	i	-1	3	6	0.9	0	-1
COc1cc(OC)c(OC)cc1CNC(=O)c1ccc(S(=O)(=O)N2CCCCC2)cc1	0	8	i	-2	-2	-8	0.4	-12	-6
Cc1ccc(NC2CCCN(C(=O)c3c(C)noc3C)C2)cc1C (configuration not stated)	-1	1	i	-2	-7	-16	0.1	8	-3

Some of these compounds in order of length of the SMILES, smallest number first:
SMILES	Rin1-Abl PPI inh	MT1-MMP act inh	Neddylation inh	FAS-TE inh	NRP1-CendR mod	eLon inh	MsrA inhibitor	SKN-1 block	MsrA act
Cc1c(Cl)cccc1Nc1nc(N)nc(CSC(=S)N2CCOCC2)n1	0	1	i	8	9	2	0.3	3	-2
CN(Cc1ccccc1)C(=O)c1[nH]cnc1C(=O)NCc1ccccc1	1	3	i	-1	-14	-10	0.0	1	-2
Cc1ccc(C)c(NC(=O)Cn2cnc3c(oc4ccccc43)c2=O)c1	1	1	i	-6	-13	2	-0.3	2	-5
O=C(NC1CCCC1)C(c1ccccc1)N(C(=O)c1ccno1)c1ccccc1 (configuration not stated)	2	-5	i	0	2	-5	3.2	16	1
CCOC(=O)CCCC(=O)N1CCOCCOCCN(C(=O)CCCC(=O)OCC)CCOCCOCC1	2	1	i	-3	-3	6	0.1	10	-7
CSCCC(NC(=O)c1ccccc1Cl)C(=O)Nc1cccc(S(=O)(=O)N2CCCC2)c1 (configuration not stated)	-1	-5	i	12	9	-4	0.3	-16	-9

The list continues:
SMILES	Rin1-Abl PPI inh	MT1-MMP act inh	Neddylation inh	FAS-TE inh	NRP1-CendR mod	eLon inh	MsrA inhibitor	SKN-1 block	MsrA act
CCC(=O)Nc1ccc(C(=O)Nc2ccc3c(c2)OCO3)cc1	4	5	i	0	1	-7	0.0	5	-2
CCOc1ccc(OCc2ccc(C(=O)Nc3ccc(Cl)cn3)o2)cc1	-1	8	i	24	5	-2	0.4	14	-3
COc1ccccc1NC(=O)CCn1cccc1	-2	5	i	-3	-6	6	1.0	9	-3
C1=NN(c2ccccc2)C=NN1c1ccccc1	-1	1	i	-2	18	-9	0.0	10	-3
Cc1cc(C(=O)COC(=O)c2nc3nccc(C)n3n2)c(C)n1CC1CCCO1 (configuration not stated)	-2	1	i	-7	0	7	2.2	-1	-4
O=C(CC1C(=O)NCCN1Cc1ccc(Cl)c(F)c1)NCCc1cccnc1 (configuration not stated)	0	-2	i	1	5	4	1.0	11	-6
O=C(CSc1nnc(-c2ccccc2O)n1-c1ccccc1)Nc1cccc(C(=O)O)c1	0	0	i	0	8	-3	-0.3	14	-3
O=C(NNC(=O)C(c1ccccc1)c1ccccc1)c1ccccc1O	-1	4	i	3	-12	-1	0.0	-2	-7
Cc1ccc(NC(=O)c2cnccn2)cc1S(=O)(=O)N(C)C	2	7	i	-9	-1	0	1.2	-6	-7
Cn1cccc1/C=N/NC(=O)c1ccn[nH]1	-2	-1	i	-4	1	-1	1.5	6	-3
O=C(O)CCC(=O)N1CCN(S(=O)(=O)c2ccc3ccccc3c2)CC1	1	4	i	1	3	1	-0.4	14	0
O=C(NC1CC1)C1CCN(C2CCN(Cc3ccccc3C(F)(F)F)CC2)CC1	4	2	i	-6	-12	-7	0.5	10	-2
CC12CCC(=O)N1C(C(=O)Nc1ccccc1N1CCCCC1)CS2 (configuration not stated)	2	-3	i	5	-14	1	-0.5	-12	-9
C[C@@H]1CN([C@@H](C)CO)C(=O)c2cccc(NC(=O)Nc3ccc(F)cc3)c2O[C@@H]1CN(C)Cc1ccc(Oc2ccccc2)cc1	4	-5	i	19	-2	-5	0.9	11	-2
COc1ccc(S(=O)(=O)N2CCCCC2)cc1NC(=O)CCOc1cc(C)ccc1C	-1	5	i	28	1	-10	-0.3	1	-1
C/C(=N\Nc1cccc(Cl)c1)c1ccncc1	0	2	i	6	1	0	2.8	29	-1
O=C(c1ccccc1)[C@H]1CC=CC[C@H]1C(=O)O	1	-2	i	-10	3	9	0.6	-1	-2
COC(C(=O)Nc1cc([N+](=O)[O-])ccc1C)c1ccccc1 (configuration not stated)	-1	-3	i	20	10	2	0.2	10	-1
CCN(CC)CC(=O)NCC1(c2ccccc2)CCOCC1	2	-4	i	-5	6	-5	-1.6	-12	-4
Cc1ccc(C)c(NC(=S)NCc2ccc3c(c2)OCO3)c1	-1	-4	i	-7	5	3	-0.2	-15	-8
CC(C)CCNC(=O)c1ccc2c(c1)ncn2C1CCCC1	0	2	i	0	5	4	0.7	4	-8
C/C(=N\NC(N)=O)c1cccc(Cl)c1	-4	-2	i	-8	3	8	0.7	10	-3
CCCC1C2C(=O)N(c3ccccc3OCC)C(=O)C2ON1c1ccccc1 (configuration not stated)	7	1	i	6	4	5	-0.1	1	2
NNC(=O)c1ccc(Cn2cc(Cl)cn2)o1	0	-4	i	-8	10	11	-0.8	18	-6
NC(=O)c1noc(C(=O)N(CC(=O)NC2CCCC2)Cc2ccc3c(c2)OCO3)c1N	1	5	i	4	1	2	0.9	-9	-3

Bioassay records: PubChem BioAssay, several laboratories
